ARFGAP1 inh: rat ARFGAP1 inhibition | Q62848 | Arfgap1-stimulated ARF1 GTP hydrolysis, GDP FP detection | inhibition, % at 16.5 µM | hit rate 0.26% among 360,000 | AID 651572;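 active = inhibition above a per-plate limit, mean inhibition of low control wells plus 3 SD, cut at about 25% in these data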;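 also: 0% = DMSO wells with enzyme and 100% = wells lacking Arfgap1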
Target sequence (Q62848 1-136 limits assumed): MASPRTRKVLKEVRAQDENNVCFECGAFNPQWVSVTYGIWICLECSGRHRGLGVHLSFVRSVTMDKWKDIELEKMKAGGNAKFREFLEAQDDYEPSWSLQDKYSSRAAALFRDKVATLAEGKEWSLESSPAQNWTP
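Material: rat Arfgap1 catalytic domain, aa 1-136; also added: human ARF1(Δ1-17)-GTP substrate; compound dosing: one concentration, 16.5 µM, DMSO 1.26%; incubation: GTP hydrolysis reaction 2 h at 25 °C; measured by: Tracer-displacement fluorescence polarization with EDTA stop, 620/688 nm; evaluation: % inhibition from polarization; repeats: one replicate per compound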
MBD2 DNA inh: MBD2-methylated oligo binding inhibition | inhibition, % at 4.4 µM | TR-FRET, MBD2 binding to methylated oligonucleotide | Q9UBB5 | hit rate 0.31% among 370,000; in the data active = inhibition above about 13%
Tn7 DDE FP: DD(E)-Tn7 binding inhibition, primary FP screen; FP displacement of FITC-Tn7 peptide from fibrin DD(E); 0% = median of compound wells per plate; inhibition, % at 8.3 µM; hit rate 0.13% among 370,000;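 active = inhibition above the mean of compounds falling within the control limits plus 3 SD of them, cut at about 14% in these data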;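 also: 0% = plate median of compound wells and 100% = 10 µM Aha-Tn7 peptide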
Target sequence (P02675 whole entry, looked up): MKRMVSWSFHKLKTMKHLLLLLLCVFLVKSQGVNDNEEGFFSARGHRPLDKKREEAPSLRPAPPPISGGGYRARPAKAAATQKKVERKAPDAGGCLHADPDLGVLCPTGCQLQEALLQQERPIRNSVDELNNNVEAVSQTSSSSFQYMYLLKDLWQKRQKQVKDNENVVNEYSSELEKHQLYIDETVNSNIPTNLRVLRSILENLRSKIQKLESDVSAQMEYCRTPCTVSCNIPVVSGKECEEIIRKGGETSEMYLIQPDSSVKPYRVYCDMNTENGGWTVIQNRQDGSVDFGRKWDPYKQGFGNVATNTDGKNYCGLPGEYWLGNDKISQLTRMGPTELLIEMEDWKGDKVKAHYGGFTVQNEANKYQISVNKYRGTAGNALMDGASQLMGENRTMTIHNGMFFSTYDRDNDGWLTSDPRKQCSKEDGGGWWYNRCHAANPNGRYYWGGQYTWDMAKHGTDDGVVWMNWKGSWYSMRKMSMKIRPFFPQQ
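Measure: % inhibition scaled between sample-field median and high-control FP; Test system: human fibrin DD(E); Quantity: 2 µM final DD(E) protein; Doses: one dose, 8.3 µM nominal; Schedule: compound with protein 10 min, then 3 h after probe, room temperature; Detection: fluorescence polarization; Medium: Tris buffer with calcium and detergent, pH 7.8.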
DDE Tn6 FP inh: disrupts Tn6 cyclic peptide binding to fibrin D-Dimer-E complex; AID 720509; P02675; inhibition, % at 8.3 µM; hit rate 0.21% among 370,000; Fibrin DD(E) TRITC-Tn6 fluorescence polarization displacement;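 active = inhibition above a per-campaign cutoff: mean of compounds within control limits plus 3 SD, cut at about 15% in these data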;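 also: 0% = median of all compound wells on the plate and 100% = blocking peptide control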
ASAP1 inh: inhibitors of human ASAP1 ArfGAP activity | Q9ULH1 | ASAP1-stimulated ARF1 GTP hydrolysis, GDP FP detection | inhibition, % at 16.5 µM | hit rate 0.19% among 360,000; in the data active = inhibition above about 25%;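 also: 0% = vehicle with enzyme and substrate and 100% = no enzyme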
PLCg1 inh: blocks human PLC-gamma1 enzyme activity | P19174 | purified PLC-gamma1, fluorogenic substrate, fluorescence | inhibition, % at 12.2 µM | hit rate 0.84% among 370,000 | AID 720700; in the data active = inhibition above about 9.5%
UHRF1 MBD2 ctr: UHRF1 methyl-DNA binding inhibition; UHRF1 binding to methylated oligo, TR-FRET; inhibition, % at 4.4 µM; hit rate 0.75% among 370,000; Q96T88; in the data active = inhibition above about 21%;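 also: UHRF1 SRA domain binding a hemimethylated CpG hairpin DNA probe; 0% = median of test compound wells and 100% = reference inhibitor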
ADAM17 inh: inhibitors of human ADAM17. P78536. recombinant ADAM17, EDANS/DABCYL FRET peptide cleavage. inhibition, % at 6.95 µM. hit rate 0.83% among 370,000;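 active = inhibition above the mean of compounds lying between control limits plus 3 SD, set per campaign, cut at about 8.5% in these data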;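 also: 0% = DMSO-only wells as the low control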
proKLK7 act: activates the human kallikrein-7 zymogen; activation, % at 7 µM; purified proKLK7, EDANS-DABCYL substrate fluorescence; 100% is mature enzyme control, 0% vehicle; hit rate 0.9% among 370,000;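 active = activation above the mean of all tested compounds plus 3 SD, computed per campaign excluding outliers beyond control limits, cut at about 13% in these data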
Target sequence (P49862 whole entry, looked up): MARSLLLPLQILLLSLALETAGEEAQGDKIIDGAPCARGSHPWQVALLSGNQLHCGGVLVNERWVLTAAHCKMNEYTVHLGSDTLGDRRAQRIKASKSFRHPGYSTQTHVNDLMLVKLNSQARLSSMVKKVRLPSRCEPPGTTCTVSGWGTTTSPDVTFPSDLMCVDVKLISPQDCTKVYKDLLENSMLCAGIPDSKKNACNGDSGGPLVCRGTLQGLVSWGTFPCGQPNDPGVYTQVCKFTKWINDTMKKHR
PLC-beta3 inh: blocks human PLC-beta3 enzyme activity; hit rate 0.18% among 370,000; Purified PLC-beta3, fluorogenic substrate, fluorescence; AID 720704; Q01970; inhibition, % at 12.2 µM; in the data active = inhibition above about 11%;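 also: 0% = median of compound wells on plate and 100% = full blocker control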
* hit, by the source's call; . = not tested or not shown. An unsorted share of the library; 4.1% or so of the library scored in one or more.

SMILES	ARFGAP1 inh	MBD2 DNA inh	Tn7 DDE FP	DDE Tn6 FP inh	ASAP1 inh	PLCg1 inh	UHRF1 MBD2 ctr	ADAM17 inh	proKLK7 act	PLC-beta3 inh
O=C(CN1CC(=O)Nc2ccccc21)NCCc1ccc(Cl)cc1Cl	0	-8	1	13	-6	-6	3	-6	0.1	-14
COc1cc(C(=O)NCC(=O)N/N=C/c2ccc(OC(=O)c3ccco3)cc2)cc(OC)c1OC	-8	5	3	6	-5	1	3	0	-0.3	0
CC[C@@]12C(=O)N(c3ccc(C)cc3)C(=O)N1[C@H](c1ccc(Br)cc1)[C@@H]1C(=O)N(C(C)(C)C)C(=O)[C@@H]12	0	1	2	-5	10	2	-4	2	0.8	1
O=C(NCCC(=O)N1CCC2(CC1)NCCc1[nH]cnc12)c1ccc(F)c(F)c1	-4	4	-7	0	-2	0	1	-1	-0.2	-6
COc1cccc(CC2(CO)CCCN(Cc3ccc(OC(F)F)cc3)C2)c1 (configuration not stated)	-4	1	1	-1	-15	4	3	-1	0.3	3
CC1=CC(=O)[C@H]2C(C)(C)CCC[C@]2(C)[C@@]1(O)CO	0	0	-5	12	-1	8	2	5	0.3	7
Cc1ccc(S(=O)(=O)N2CCCCC2)cc1C(=O)NCCC1=CCCCC1	-5	-1	4	4	-3	3	2	2	-0.1	-1
COc1cccc(NC(=O)CN(c2cccc(F)c2)S(C)(=O)=O)c1	4	-3	-3	-4	12	4	3	4	0.3	3
COc1ccc(-c2noc(N3CCC(C(=O)NCc4ccccc4Cl)CC3)n2)cc1	7	4	7	-1	9	1	0	-3	0.0	4
Cc1cccc(OCC(=O)Nc2ccc(N3CCN(S(C)(=O)=O)CC3)cc2)c1C	10	0	-3	1	-12	1	9	-3	0.2	-2
COc1ccc(-c2cc3nc(C)cc(C)n3n2)cc1	9	2	-3	6	1	-97	-3	-22	1.1	-141
COc1ccccc1N1CC(C)(C)C(=O)N(C(=O)c2c(F)cccc2Cl)C1=S	3	1	4	9	5	6	0	4	-0.2	-3
CCN(CC)CC(C)OC(=O)c1cc(OC)c(OC)c(OC)c1 (configuration not stated)	-6	3	4	-2	15	1	0	-1	0.1	-3
COCCNc1nc2cc(-c3ccsc3)sc2c(=O)n1C	6	3	3	-11	2	-2	2	-11	-0.2	2
Cc1ccc(S(=O)(=O)NCC(=O)OCc2ccccc2Br)cc1	23	1	3	-2	18	3	3	-5	-0.5	-1

A draw from above in order of SMILES length, largest number first:
SMILES	ARFGAP1 inh	MBD2 DNA inh	Tn7 DDE FP	DDE Tn6 FP inh	ASAP1 inh	PLCg1 inh	UHRF1 MBD2 ctr	ADAM17 inh	proKLK7 act	PLC-beta3 inh
Cc1cccc(OCC(=O)Nc2ccc(N3CCN(S(C)(=O)=O)CC3)cc2)c1C	10	0	-3	1	-12	1	9	-3	0.2	-2
CCN(CC)CC(C)OC(=O)c1cc(OC)c(OC)c(OC)c1 (configuration not stated)	-6	3	4	-2	15	1	0	-1	0.1	-3
COc1ccc(-c2cc3nc(C)cc(C)n3n2)cc1	9	2	-3	6	1	-97	-3	-22	1.1	-141

Next records
SMILES	ARFGAP1 inh	MBD2 DNA inh	Tn7 DDE FP	DDE Tn6 FP inh	ASAP1 inh	PLCg1 inh	UHRF1 MBD2 ctr	ADAM17 inh	proKLK7 act	PLC-beta3 inh
CCOc1cc(C(=O)Nc2ccccc2N2CCN(S(C)(=O)=O)CC2)cc(OCC)c1OCC	2	-1	-6	0	12	2	2	2	0.2	1
NS(=O)(=O)c1ccc(NC(=O)COC(=O)COc2ccc(Cl)cc2)cc1	4	0	-4	-5	13	0	0	0	-0.6	-1
COc1ccc(CN2C(=O)c3ccccc3C2c2nnnn2-c2ccc3c(c2)OCCO3)cc1 (configuration not stated)	2	9	-2	1	9	4	3	-3	0.4	0
O=C(CCS(=O)(=O)c1ccccc1)Nc1ccc(S(=O)(=O)Nc2nccs2)cc1	7	7	-2	4	0	0	1	-2	0.4	2
COC(=O)c1ccc(OCC(=O)NC2CCCCCCC2)cc1	2	-6	0	2	6	-4	1	0	0.6	1
C=CCc1cc(Cl)ccc1OCCN1CC(C)OC(C)C1 (configuration not stated)	-13	-6	0	1	6	2	0	-1	-0.4	5
O=C(COC(=O)c1ccccn1)Nc1ncc(C(F)(F)F)cc1Cl	1	0	2	0	-9	-1	-1	-2	-0.5	-5
O=C1OC(NCc2cccnc2)(c2ccc(Cl)cc2)c2ccccc21 (configuration not stated)	8	1	5	1	-1	-1	-2	-3	0.4	-6
COc1cccc(CN(C)C(=O)C2CCN(S(=O)(=O)c3ccc(C)cc3)CC2)c1OC	0	10	5	1	-9	3	17	-6	0.0	-6
CCc1ccc(C(C(=O)NCCOC)N(C(=O)Cn2nnc3ccccc32)c2cccnc2)cc1 (configuration not stated)	8	-2	4	-2	-5	3	1	-6	-0.1	2
Cc1[nH]oc(=O)c1N=Nc1c(Cl)cccc1Cl	2	0	-3	0	7	3	8	0	-0.6	2
COc1ccc(NC(=O)c2ccc(Cn3cc(Cl)cn3)cc2)cc1	0	-1	5	4	13	0	1	0	0.8	8
COc1cc(C(=O)OCc2nc3ccsc3c(=O)[nH]2)c([N+](=O)[O-])cc1OC	1	-8	2	4	-1	-1	0	-2	-0.3	-4
C/C(=N\Nc1nncc2ccccc12)c1cccc(OC(F)F)c1	-4	-3	-6	1	0	0	-2	-1	-0.2	-9
CC(=O)NC(CC(=O)N(C)Cc1cccc(Cl)c1Cl)c1ccccc1 (configuration not stated)	-1	-1	-4	4	-22	0	0	-5	-0.4	-1
COc1ccc(S(=O)(=O)N2CCc3cc(OC)c(OC)cc3C2)cc1	-4	-3	0	2	-10	3	1	2	0.4	-2
CC1(C(=O)Nc2ccc3c(c2)OCCO3)CCC(=O)N1CC(F)(F)F (configuration not stated)	-8	4	1	9	-3	5	1	-2	0.0	3
Fc1ccc(-c2oncc2-c2nnnn2-c2ccccc2)cc1F	0	0	2	-4	17	1	0	0	0.2	6
N#C/C(=C\c1cccnc1)C(=O)Nc1ccccc1	-1	4	1	-3	-3	-17	-1	-7	-0.7	-14
Cc1nc(Cc2nnc(SCC(=O)N3CCN(c4ccccc4)CC3)o2)cs1	-6	-1	-3	-6	12	1	1	-3	0.6	5
CC1(C)C(=O)Nc2ccccc2N1C(=O)COC(=O)C1CCCCC1	2	-2	-5	3	2	6	3	2	0.2	7
CCOC(=O)N1CCC(Nc2c(NCCCN3CCN(C4CCCCC4)CC3)c(=O)c2=O)CC1	3	1	6	3	-1	-2	2	-2	0.0	-1
CCCn1c(SCC(=O)NC2CCCCC2)nnc1-c1ccco1	10	0	-1	-1	0	-4	-2	-2	-0.7	-4
Nc1ccn([C@H]2CC[C@@H](CO)O2)c(=O)n1	10	1	-9	-3	8	0	1	-1	-0.1	0
COC(=O)CC(NC(=O)c1ccc(C)cc1)c1ccccc1 (configuration not stated)	-17	-1	2	4	-2	3	-2	1	-0.3	5
Cc1cccc(C)c1NC(=O)CNC(=O)c1cccnc1	-23	3	4	-2	-10	0	0	-5	-0.2	-6
O=C1NCCCCC1NS(=O)(=O)c1ccccc1 (configuration not stated)	-1	0	-9	5	-5	0	0	3	-0.4	-4
C=CCNC(=O)NC(=O)CSc1nc2cc([N+](=O)[O-])ccc2n1-c1cccc(C(F)(F)F)c1	4	-1	-8	-1	-2	4	-2	3	0.6	6
CCOC(=O)N1CCN(S(=O)(=O)c2ccc3[nH]c(=O)oc3c2)CC1	14	-3	3	-3	-6	0	0	-4	-0.1	-10
CSCCC(NC(=O)c1cccc([N+](=O)[O-])c1)C(=O)O (configuration not stated)	0	0	-1	3	-2	1	0	-1	-0.3	-1
CCC(NC(=O)C1CCCC1)c1ccccc1 (configuration not stated)	3	3	-4	0	19	2	-1	-1	0.2	-4
COc1ccc(-c2ccc(SCC(=O)NC3CCCCC3)nn2)cc1	-1	-1	-4	5	0	-3	-2	-2	0.2	-2
CCC(=O)Nc1ccc2c(c1)nc1n2CCSC1	7	-8	3	-3	-5	-23	-1	-2	-4.3	-29
Cc1ccc(C(=O)NC(=S)Nc2ccc(Oc3ccc(Cl)cc3)cc2)cc1	-3	3	-3	5	-1	1	1	1	-0.4	2
C/C=C/c1ccc(OCC(=O)Nc2cc(Cl)ccc2-n2cncn2)c(OC)c1	-9	3	3	-2	-2	3	0	6	0.3	-1
O=C1CCC(C(=O)OCc2nnc(-c3ccccc3)o2)=NN1	1	6	9	5	-6	-2	4	-2	0.1	-5
O=C(OCC(=O)N1CCCCC1)c1cc(NS(=O)(=O)c2ccc(Cl)c([N+](=O)[O-])c2)ccc1O	0	-2	-1	3	10	2	-2	3	0.2	3
Nc1ccc(S(N)(=O)=O)cc1	-5	1	3	6	1	1	2	-7	0.5	-2
CC(=O)N1N=C(c2ccncc2)OC1(Cc1ccccc1)Cc1ccccc1	-1	5	2	-4	-4	-96	-1	-107	-2.5	-152
CC(=NNC(=O)CSc1nnc(-c2ccc(C(C)(C)C)cc2)n1-c1ccccc1)c1cccc2ccccc12	.	4	2	-8	.	0	-1	8.9*	0.4	-1
COc1ccc(NC(=O)CSc2nc3ccccc3nc2N2CCCCC2)cc1	-1	-3	0	1	-4	-2	0	-5	0.1	-2
COc1ccccc1CNc1ccc(CNc2ncn[nH]2)cc1	2	-1	-6	-2	13	-11	3	4	0.2	-37
CN(CCO)c1cccc2c1S(=O)(=O)N(Cc1cn(Cc3cccc(F)c3)nn1)Cc1ccccc1O2	.	0	3	-6	.	1	2	-3	-0.1	-4
CCOC(=O)/C=C/C(=O)Nc1cc(S(=O)(=O)Nc2ccc(OC)cc2)ccc1N1CCOCC1	-2	-3	5	-4	-1	-3	0	-2	0.2	-5
O=C(/C=C1\SC(=O)N(CC(=O)Nc2ccc(F)cc2)C1=O)Nc1ccc(Cl)cc1	7	1	-8	-3	-3	1	-1	3	-0.3	1
O=C(CCNS(=O)(=O)c1cccc2nsnc12)NC1CCCc2ccccc21 (configuration not stated)	-13	0	-3	10	-8	4	0	-1	0.7	2
O=C(CCCOc1ccc(Cl)cc1Cl)N1CCc2ccccc2C1	-6	-1	5	1	11	-5	-2	2	0.2	-2
Cc1cccn2cc(CCNS(=O)(=O)c3cccc([N+](=O)[O-])c3)nc12	6	7	0	-12	0	0	2	-6	0.3	-10
CC(=O)Nc1ccc(S(=O)(=O)Oc2ccc(Br)cc2C(=S)N2CCOCC2)cc1	-1	-2	-5	4	-3	7	0	9.2*	0.5	-2
COc1ccc(N2CCN(C(=O)COC(=O)CCS(=O)(=O)c3ccc(C)cc3)CC2)cc1	9	-1	-14	6	-15	4	1	3	-0.5	1
CCC(=O)Nc1nnc(-c2ccc(Cl)s2)o1	-2	1	-3	1	8	-3	-2	-11	-4.6	-1
O=C(CCN1C(=O)C2C3C=CC(C3)C2C1=O)Nc1ccccn1 (configuration not stated)	12	-2	-4	-7	-2	-1	3	0	-0.6	5
CN(C)S(=O)(=O)c1ccc(N2CCCC2)c(C(=O)NC2(C)CCS(=O)(=O)C2)c1 (configuration not stated)	13	-2	8	4	5	2	-1	-3	-0.4	-5

High-throughput results (PubChem)
